# RGS12 GoLoco inh: inhibitors of human Gai1-RGS12 GoLoco interaction (red fluorophore). P63096. Gai1:RGS12 GoLoco peptide FP, rhodamine, 10 min. Potency, µM (top dose mostly 61.6 µM), for the others: at the top dose activity, negative = inhibition, most hits filed as inhibitors. actives 0.44% (n = 230,000). AID 880; active = well fitted inhibition curve with a large enough effect, not every such curve was filed as active; inactive = no such curve, though single readings can be large or run the other way; also: % is scaled to controls: 0 for no effect and ±100 for the full control effect; nearly all actives have a fitted effect of over 30% in size; many of its hits are not listed in these tables
# Target sequence (P63096 whole entry, looked up): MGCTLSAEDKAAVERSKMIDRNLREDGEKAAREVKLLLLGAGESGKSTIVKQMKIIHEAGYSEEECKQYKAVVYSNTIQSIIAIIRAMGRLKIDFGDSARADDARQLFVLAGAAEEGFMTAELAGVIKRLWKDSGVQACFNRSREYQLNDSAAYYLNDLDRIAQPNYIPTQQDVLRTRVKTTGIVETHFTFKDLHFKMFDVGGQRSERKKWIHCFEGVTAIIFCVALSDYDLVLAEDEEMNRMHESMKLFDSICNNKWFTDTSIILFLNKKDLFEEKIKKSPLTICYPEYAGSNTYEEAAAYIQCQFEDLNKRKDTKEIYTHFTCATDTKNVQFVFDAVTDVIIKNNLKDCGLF
# IMPase Li inh: membrane-permeable IMPase blocker, potentiated with lithium | Potency, µM (highest dose often 59.4 µM), for inactives: top-dose activity, negative = IMPase inhibition, actives largely listed as inhibitors | AID 1457 | actives 0.35% (n = 210,000) | CHO-M1 cells, IP1 TR-FRET (IP-One), carbachol + lithium;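 also: IP1 builds up when IMPase is blocked and the TR-FRET signal falls; plate controls were basal vehicle for no effect and high inhibitor control for full effect; nearly all actives have a fitted effect of over 50% in size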
#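 Readout is a homogeneous TR-FRET IP1 immunoassay (Ex 320, Em 665 and 620), where raised cytosolic IP1 lowers signal. Cells were CHO-M1 treated 30 min at 37C with test compounds plus a little lithium; AC50 values came from Hill-equation fitting.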
# HTT aggregate: reduces HttQ103-GFP aggregates in PC12 cells; PC12 HttQ103-GFP aggregates, Acumen cytometry, 40 h; Potency, µM (titrated, usually from 46.1 µM), inactives show top-dose activity change, negative = inhibition, usual class: inhibitors; actives 1.1% (n = 220,000); AID 1688; also: % is scaled to controls: 0 for no effect and ±100 for the full control effect; nearly all actives have a fitted effect of over 60% in size
#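 Aggregates are detected as GFP objects 1–25 µm with signal 6 STDEV over background in lysates of induced PC12 cells. These carry Huntingtin exon 1 with 103 glutamines fused to GFP under an ecdysone promoter; compounds titrated.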
# HTT ATP protect: protects HTT-Q103 PC12 cells, measured by ATP | PC12 HTT-Q103 induced, cytoprotection, ATP luminescence, 40 h | Potency, µM (doses to about 56.4 µM), for inactives: cytoprotection (ATP increase), most hits filed as activators | actives 0.14% (n = 230,000) | AID 1471;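 also: % of control where 0% means no effect; nearly all actives have a fitted effect of over 45% in size; toxic huntingtin expression switched on by the ecdysone agonist tebufenozide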
#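 Rat PC12, Q103 Htt exon1-GFP fusion, ecdysone promoter; tebufenozide inducer 100 nM final; compound titration; qHTS, 1500 cells/well; ATPlite luminescent read.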
# GAA inh: alpha-glucosidase (human) inhibition; P10253; purified human GAA, 4-MU-alpha-glucoside fluorescence; Potency, µM (doses to about 76.9 µM), for inactives: at the top dose activity change, negative = inhibition, hits mostly inhibitors; actives 0.005% (n = 200,000);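 also: plate controls were uninhibited enzyme wells for no effect and no-enzyme background for full effect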
#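 Fluorescence at Ex 365/Em 440 nm from 4-methylumbelliferone reported enzyme activity after 20 min at room temperature. Reactions used 4 nM enzyme and 400 uM substrate at pH 5.0; curves fitted with the Hill equation.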
# GAA glycogen mod: inhibitors or activators of human alpha-glucosidase glycogen cleavage; P10253; recombinant GAA, glycogen substrate, Amplex Red glucose oxidase fluorescence; Potency, µM (titrated, usually from 76.4 µM), for the others: top-dose activity change, negative = inhibition, hits mostly inhibitors; actives 0.38% (n = 300,000);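 also: 0% = full enzyme reaction and -100% = no-enzyme basal signal; the screen sought inhibitors and activators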
#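 qHTS, 1536-well; enzyme 4 nM final; cpd up to 77 uM; substrate bovine liver glycogen 30 ug; 50 mM citrate/phosphate pH 5.0, 0.01% Tween-20; 37 C, 40 min; Amplex Red detection 45 min RT; Hill fit → AC50.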
# aGlu spleen mod: inhibits or activates alpha-glucosidase in human spleen homogenate; human spleen homogenate, 4-MU-alpha-glucoside fluorescence; Potency, µM (highest dose often 79.9 µM), inactives show at the top dose activity change, negative = inhibition, actives largely listed as inhibitors; actives 0.006% (n = 240,000); AID 2112;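 also: 0% = enzyme with vehicle and -100% = no enzyme basal signal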
#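 Compounds were titrated against alpha-glucosidase in spleen homogenate at pH 5.0, with 1 mM 4-methylumbelliferyl substrate for 40 min at 37 C. Reactions were quenched with pH 10 NaOH/glycine and fluorescence measured.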
# * = called active by the depositor; ? = inconclusive; nt = no result given; [ ] = remark or other dose. Unless noted, calls follow the shape of the dose curve; as a rule, active = well fitted curve in the direction sought with a large enough effect; inconclusive = small, poorly fitted or top-dose-only effect, or another doubt; inactive = no such curve, though single readings can be large; an effect the other way counts as inactive or inconclusive. Potency is read from the fitted curve at half-maximal effect. This is a subset; rates above refer to the full screens.
# Order of values: aGlu spleen mod	IMPase Li inh	HTT aggregate	GAA glycogen mod	RGS12 GoLoco inh	GAA inh	HTT ATP protect
- CCCN1CCC(=NNc2ccc(S(=O)(=O)N(CC)CC)cc2[N+](=O)[O-])CC1
→ -10.5%	14.0%	-5.5%	?	4.6%	6.4%	-54.7%[inhibitor]
- CCN(CC)C(=O)COC(=O)c1ccc(O)cc1
→ 1.5%	3.2%[38.3 µM]	19.2%	-2.1%	-5.4%	5.8%	-2.5%
- CCOc1ccc(Nc2nc(CC(=O)OC)cc(=O)[nH]2)cc1
→ -5.0%	11.3%[38.3 µM]	-2.8%	-6.2%	0.4%	-9.4%	-3.7%[0.074 µM]
- Nc1c(C(=O)Nc2ccc(F)cc2)sc2nc(-c3ccco3)ccc12
→ -10.8%	?	19.6%	5.6%	10.7%	-1.0%	-13.3%
- O=C(O)C1CC1C(=O)Nc1cc(F)ccc1F (centres undefined)
→ 3.5%	0.3%	2.4%	-10.1%	4.9%	-9.4%	-34.5%
- CCOc1ccc(NC(=O)CCC(=O)NNC(=O)COc2ccccc2C)cc1
→ 4.0%	4.5%	nt	14.6%	2.7%	5.4%	nt
- O=C(Nc1ccccc1)Nc1cc(S(=O)(=O)N2CCOCC2)ccc1N1CCCC1
→ -10.2%	?	-3.4%	2.5%	-12.2%	-7.2%	-10.0%[10 µM]
- Cc1cc(C)nc(/N=C(\N)Nc2cc([N+](=O)[O-])ccc2C)n1
→ -14.6%	12.8%[38.3 µM]	1.7%	0.7%	8.9%	-4.9%	-10.5%
- CCOC(=O)c1cnc(COc2ccccc2Cl)[nH]c1=O
→ 6.9%	nt	2.2%[9.22 µM]	6.5%	7.1%	nt	19.9%[10 µM]
- CC(C)CNC(=O)CSc1nnc(-c2ccccn2)n1Cc1ccccc1
→ -2.4%	3.1%[38.3 µM]	3.7%	9.3%	1.6%	-4.4%	-13.7%
- O=C(O)CCCn1cc(NC(=O)c2cccc(F)c2)cn1
→ -2.8%	-1.2%	11.6%	-13.3%	-2.2%	0.8%	-21.9%
- CCNC(=S)Nc1ccccc1-c1ccccc1
→ -3.8%	-1.0%	30.9%	3.1%	1.3%	1.8%	25.6%[10 µM]
- Fc1ccc(CCNC(=S)Nc2ccc(F)c(Cl)c2)cc1
→ -14.5%	16.7%	10.5%[9.22 µM]	-25.2%	-6.4%	?	40.8%[10 µM]
- COn1c(C)c(C(C)=O)c2c3no[n+]([O-])c3ccc21
→ -0.5%	0.5%[38.3 µM]	-24.7%	2.7%	9.7%	-8.2%	-11.8%
- Cn1cc([N+](=O)[O-])c(C(=O)Nc2nc(-c3ccc(Cl)cc3)cs2)n1
→ -16.6%	-6.0%	23.8%	3.3%	-0.4%	1.4%	38.3%[10 µM]
- CCOC(=O)c1c(C)n(C)c2ccc(O)c(CN3CCC(C)CC3)c12
→ 2.9%	28.9%[38.3 µM]	11.6%	?	-3.1%	3.3%	-24.7%[10 µM]
- CC1CCN(S(=O)(=O)c2ccc(C(=O)NCc3ccc4c(c3)OCO4)cc2)CC1
→ 9.3%	13.5%[38.3 µM]	-3.5%	7.3%	7.7%	-6.6%	-3.1%
- COc1ccc(Nc2ncnc3c2cnn3-c2cccc(C)c2)cc1OC
→ -11.7%	nt	nt	8.5%	2.4%	nt	nt
- CCOC(=O)CNC(=O)/C(=C\c1ccc(F)cc1)NC(=O)c1ccccc1
→ -0.9%	7.4%	38.6%[9.22 µM]	-5.2%	13.5%	4.4%	?
- COC(=O)CC1C(C)(C)C2(O)OC34CC2C(=O)[C@@]1(C)C3CC[C@]1(C)C4=CC(=O)OC1c1ccoc1 (some centres undefined)
→ 6.1%	5.6%	nt	nt	1.2%	nt	-31.4%[inhibitor]
- O=C(NCc1csc(-c2cccs2)n1)c1ccccc1
→ 9.4%	nt	6.6%[9.22 µM]	-4.7%	3.0%	-0.5%	-4.2%[10 µM]
- COc1ccc(OC)c(NC(=O)C2CCN(c3nc(C)cc(C)n3)CC2)c1
→ -6.4%	-2.7%[38.3 µM]	-3.1%	-1.1%	6.0%	0.1%	-2.1%
- NC(=O)C1(N2CCCCC2)CCN(C(=O)CSc2nc(C(F)(F)F)cc(=O)[nH]2)CC1
→ -9.4%	12.9%[38.3 µM]	-11.7%	1.2%	15.5%	1.6%	-7.0%[0.074 µM]
- COc1ccc(-n2c(Cn3nnc4ccccc43)n[nH]c2=S)cc1
→ -3.8%	3.0%	10.3%	7.3%	3.2%	-18.3%	nt
- COc1cc(/C=C2\SC(=O)N(Cc3ccc(Cl)cc3)C2=O)cc([N+](=O)[O-])c1O
→ 0.7%	20.6%	30.9%[9.22 µM]	13.3%	-5.8%	5.6%	-40.0%[inhibitor][1.9 µM]
- Cc1nc(NC(CC(C)C)C(=O)O)c2nc(C)oc2n1 (centres undefined)
→ 3.5%	23.5%[38.3 µM]	-0.7%	-1.9%	21.4%	-19.3%[15.4 µM]	15.9%
- COc1cccc(Oc2ccc(N)cn2)c1
→ -4.7%	16.5%[38.3 µM]	-12.1%	6.7%	11.5%	1.4%	3.5%[0.074 µM]
- CCC(C)C(=O)Nc1cc(C(=O)OC)cc(C(=O)OC)c1 (centres undefined)
→ -5.8%	-10.9%[38.3 µM]	-0.1%	-4.7%	7.6%	1.6%	-21.0%[10 µM]
- CC(=O)c1cccc(NC(=O)COC(=O)CCc2ccc(S(=O)(=O)N3CCOCC3)cc2)c1
→ -4.0%	0.5%	10.4%	4.0%	5.0%	-11.1%	-4.3%
- CC1CCC2=NN(C(=O)c3ccco3)C(O)(C(F)(F)F)C2C1 (centres undefined)
→ 5.3%	12.9%	-21.4%[9.22 µM]	-5.2%	0.3%	3.9%	0.7%[10 µM]
- O=C(CCCCCNS(=O)(=O)c1ccc(Br)cc1)NCCN1CCOCC1
→ -4.2%	-14.2%[38.3 µM]	-7.7%	-10.7%	-9.6%	-2.6%	-0.8%[0.074 µM]
- CN(C)C(=O)CSc1nnc(Cc2ccc3c(c2)OCO3)o1
→ -5.1%	-1.3%	11.7%[9.22 µM]	4.5%	14.0%	?	-0.6%[10 µM]
- Brc1ccc(/C=C/C=N/Nc2nc3ccccc3s2)cc1
→ -0.7%	10.6%[38.3 µM]	-4.3%	-5.9%	-23.6%	-7.8%	13.7%
- Cn1c(=O)n(Cc2ccccc2F)c2ccccc21
→ -7.1%	0.0%[38.3 µM]	5.5%	6.9%	7.2%	0.5%	-6.7%[0.074 µM]
- CCN(CC)CCCNC(=O)CSc1c2c(nc3cc(Cl)ccc13)CCCC2
→ 1.6%	1.8%	?	-16.5%	-4.9%	5.8%	nt
- CN(C)Cc1ccccc1-c1nccc(Nc2ccc(F)cc2)n1
→ 4.0%	7.1%	nt	nt	7.1%	nt	-9.1%
- C/C(=N\NS(=O)(=O)c1ccc(C)cc1)c1ccc(Br)s1
→ 0.5%	9.9%[38.3 µM]	-5.5%[1.84 µM]	-11.6%	-4.5%	-2.3%	?
- CCCc1ccc(-c2c(C)sc(NC(=O)c3ccnn3C)c2C#N)cc1
→ 1.7%	21.1%[38.3 µM]	7.08µM*	-13.2%	1.1%	?	-141.9%[inhibitor]
- O=C1CSC(c2ccccn2)N1Cc1cn2ccccc2n1 (centres undefined)
→ -8.8%	-11.8%[38.3 µM]	-29.9%	-0.6%	-3.0%	3.5%	-3.5%
- CC(C)(CO)Nc1ccc([N+](=O)[O-])cc1[N+](=O)[O-]
→ -2.7%	3.3%[38.3 µM]	-3.1%	7.1%	7.8%	6.3%	9.9%
- O=C(c1ccco1)N1CCC2(CCN(Cc3ccncc3)CC2)CC1
→ -4.4%	11.0%	nt	nt	-7.3%	nt	19.3%
- CCn1c(SCC(=O)c2c(N)n(C)c(=O)n(C)c2=O)nnc1-c1ccccc1
→ -5.7%	-1.4%	16.3%	-0.1%	6.2%	-4.7%	9.3%[10 µM]
- CC1CN(S(=O)(=O)c2ccc(C(=O)Nc3ccc(S(=O)(=O)Nc4ncccn4)cc3)cc2)CC(C)O1 (centres undefined)
→ -6.4%	-1.3%	-9.1%	5.9%	2.3%	1.0%	nt
- N#Cc1cc(Cl)c(N2CCOCC2)cc1C#N
→ -2.3%	5.9%[38.3 µM]	14.2%	-15.3%	10.9%	1.5%	-6.1%
- O=C(Nc1ccc(F)cc1)C(Sc1nnc2ccccn12)c1ccccc1 (centres undefined)
→ -6.7%	4.5%	-6.1%	10.2%	-3.4%	-0.4%	22.9%[0.074 µM]
- Cc1ccc(CNC(=O)c2cn(C3CCCCC3)c(=O)c3c2c2ccccc2n3C)o1
→ 2.8%	42.5%[activator][38.3 µM]	1.6%[9.22 µM]	-4.6%	-7.9%	?	-13.0%
- COc1ccc(Cl)cc1NC(=O)COc1cccc(-n2cnnn2)c1
→ -3.4%	10.7%	4.2%	9.6%	10.8%	-9.9%	4.7%[10 µM]
- Cc1ccc(OC(=O)Nc2ccccc2)cc1
→ 3.8%	2.1%	5.4%	-0.9%	0.6%	6.2%	13.9%[10 µM]
- CC(=O)Nc1nc(C)c(-c2csc(Nc3ccc(O)cc3)n2)s1
→ 1.5%	37.2%[activator][38.3 µM]	?	25.1µM*	2.8%	0.1%	-58.1%[inhibitor][10 µM]
- CCN(CC(=O)Nc1ccccc1OC)C(=O)COc1ccc2ccccc2c1
→ 1.7%	0.4%	24.2%	-5.1%	9.2%	-2.2%	?
- CCS(=O)(=O)n1nc(-c2ccc(Cl)cc2)nc1N
→ -0.3%	11.3%	-1.2%	-7.2%	6.6%	-2.6%	-15.4%
- CCCNCC(O)Cn1c2ccccc2n2c(=O)cc(C)c(C#N)c12 (centres undefined)
→ -10.8%	-14.6%	19.1%	5.8%	0.0%	1.3%	11.0%[10 µM]
- COc1ccc(CNC(=O)c2cccnc2Sc2ccc(C)c(C)c2)cc1
→ -9.3%	-1.6%	12.7%	10.9%	6.4%	5.3%	3.7%[10 µM]
- OC1C=C2CCN3Cc4cc5c(cc4C(C1O)C23)OCO5 (centres undefined)
→ 9.5%	24.5%	nt	nt	8.5%	nt	-33.4%[inhibitor]
- O=C(O)C1CC=CCC1C(=O)NNc1ccccc1 (centres undefined)
→ -2.4%	-8.1%	-8.7%	?	4.8%	-8.9%	-19.6%

# Source: PubChem BioAssay (National Center for Advancing Translational Sciences (NCATS))
